Compound activity: PubChem BioAssay, several laboratories
HUVEC tox IL1B: HUVEC cytotoxicity counter-screen, IL-1B stimulated; HUVEC cell count loss, Hoechst imaging; actives 0.41% (n = 94,000); cell count reduction, % at 2 µM;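 active means cell count reduction more than 3 SD above the screen-wide mean, cut at about 70% in these data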;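 further: normalized per plate to untreated control cells as the no-loss baseline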
FAK inh: inhibitors of human focal adhesion kinase; Q05397; biochemical FAK kinase activity assay; inhibition, %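 (tested at 7 µM)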; actives 0.84% (n = 97,000); in the data active means inhibition above about 19%;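 further: 0% = DMSO and 100% = reference compound high control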
ERa coact inh: blocks coactivator binding to human estrogen receptor alpha; P03372; TR-FRET ER-alpha LBD / SRC-1 peptide, estradiol-bound; inhibition, % at 25.6 µM; actives 1.7% (n = 86,000); AID 629; in the data active means inhibition above about 50%;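 further: 0% = receptor plus peptide control and 100% = peptide only without receptor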
LYP act: activators of human LYP (PTPN22) phosphatase | Q9Y2R2 | recombinant LYP, DiFMUP fluorescence; 0 = plate median, 100 = signal doubled | activation, % at 2 µM | actives 0.11% (n = 96,000) | AID 697;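 active means activation at 2 µM above a set limit, the mean plus 5 SD, cut at about 37% in these data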
VCAM1 TNFa inh: reduces TNF alpha induced VCAM1 expression in HUVEC; HUVEC TNFa-induced VCAM-1 immunofluorescence, high-content imaging; inhibition, % at 2 µM; actives 0.48% (n = 95,000);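 active means inhibition above the batch mean plus 3 SD, with images confirmed as a hit by eye, cut at about 37% in these data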;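 further: 0% = TNF-stimulated DMSO wells and 100% = unstimulated control wells; not every result past the cut was called active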
cytoskel mod: modifiers of cytoskeleton assembly; inhibition, % at 2 µM; actives 0.18% (n = 91,000); AID 836; HUVEC TNFa F-actin phalloidin imaging, high content;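 active means inhibition above the batch mean plus 3 SD and confirmed as a hit by visual image inspection, cut at about 30% in these data, passing the limit was not always enough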; further: strong numbers were not always called active
Pyk2 oligo antag: blocks oligomerization of human Pyk2 in cells; Q14289; Q293 cells, Pyk2 FERM NanoBiT luminescence; stronger effect = lower value; z-score (the deposit names both 25 µM and 10 µM); actives 0.83% (n = 99,000);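 active means Z-score of -3 or lower, scaled per plate to the spread of control and sample wells; inactive means z-score above -3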;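 further: negative z-score means lost luminescence so less FERM oligomerization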
Target sequence (Q14289 whole entry, looked up): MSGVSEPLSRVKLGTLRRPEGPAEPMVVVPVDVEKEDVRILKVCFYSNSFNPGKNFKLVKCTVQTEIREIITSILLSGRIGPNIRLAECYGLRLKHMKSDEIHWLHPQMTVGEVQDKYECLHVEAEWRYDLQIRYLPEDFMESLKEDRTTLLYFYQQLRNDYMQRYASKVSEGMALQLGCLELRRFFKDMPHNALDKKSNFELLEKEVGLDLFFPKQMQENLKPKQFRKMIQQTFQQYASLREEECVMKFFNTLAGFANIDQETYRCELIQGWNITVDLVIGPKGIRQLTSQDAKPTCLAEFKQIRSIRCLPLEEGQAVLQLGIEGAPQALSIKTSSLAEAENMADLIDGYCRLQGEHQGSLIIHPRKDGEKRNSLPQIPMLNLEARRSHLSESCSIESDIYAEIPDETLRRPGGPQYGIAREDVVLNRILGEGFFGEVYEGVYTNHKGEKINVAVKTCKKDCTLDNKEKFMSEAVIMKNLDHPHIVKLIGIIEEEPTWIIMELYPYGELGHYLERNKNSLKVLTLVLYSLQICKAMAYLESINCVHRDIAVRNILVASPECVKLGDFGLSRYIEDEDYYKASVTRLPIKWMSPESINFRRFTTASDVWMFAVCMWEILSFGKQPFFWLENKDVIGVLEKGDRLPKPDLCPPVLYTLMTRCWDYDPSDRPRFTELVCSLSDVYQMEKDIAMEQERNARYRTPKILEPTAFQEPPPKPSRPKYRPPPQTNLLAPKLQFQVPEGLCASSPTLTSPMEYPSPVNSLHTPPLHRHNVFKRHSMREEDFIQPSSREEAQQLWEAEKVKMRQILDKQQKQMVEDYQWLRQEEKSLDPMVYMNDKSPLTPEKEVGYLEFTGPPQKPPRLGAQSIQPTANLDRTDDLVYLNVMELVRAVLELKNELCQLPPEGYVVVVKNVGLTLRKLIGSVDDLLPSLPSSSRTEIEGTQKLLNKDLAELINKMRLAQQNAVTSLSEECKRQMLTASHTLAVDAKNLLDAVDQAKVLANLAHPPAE
LYP inh 2: blocks human PTPN22 phosphatase activity. recombinant LYP catalytic domain, DiFMUP fluorescence. inhibition, % at 2 µM. AID 640. actives 0.21% (n = 96,000). Q9Y2R2;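 active means inhibition at 2 µM at or above a set limit, the screen mean plus 3 SD, cut at about 24% in these data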;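 further: 0% = DMSO with enzyme and 100% = enzyme fully blocked by orthovanadate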
TNFa cytotox: HUVEC cytotoxicity counter-screen, TNF alpha stimulated | actives 0.17% (n = 93,000) | HUVEC TNFalpha-stimulated, Hoechst cell count, imaging | AID 848 | cell count reduction, % at 2 µM;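 active means cell count reduction exceeding the screen mean by over 5 SD, scaled to untreated wells per plate, cut at about 78% in these data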;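 further: cells counted after 24 h of TNF alpha exposure following the 1 h pretreatment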
Active calls of the source: *; / = not tested or not shown; [ ] = remark or other dose.

1) Cc1ccc(Oc2ccc(NC(=O)CCC(=O)OCC(=O)c3cccs3)cc2)cc1C
2) CCOC(=O)C1CCN(C(=O)COc2ccc(Br)cc2)CC1
3) O=C(Nc1ccccc1)c1ccc(NCc2cccnc2)c(S(=O)(=O)N2CCOCC2)c1
4) Fc1ccc(C(c2nnnn2C2CCCC2)N2CCc3ccccc32)cc1 (configuration not stated)
5) CN(C)c1ccc(N=Cc2nc(-c3ccccc3)oc2O)cc1
6) CC(C)Cc1nc(N2CCCCC2)c(C#N)c2c1CCC2
7) COC(=O)CCN(C(=O)c1ccc(OC(C)=O)cc1)c1ccccn1
8) CC(C)=CC(=O)Nc1ccc(Br)cc1

Screen / compound no.	1	2	3	4	5	6	7	8
HUVEC tox IL1B	-2	-29	7	-33	-46	-32	-17	-54
FAK inh	0	-10	-2	-1	-4	3	-2	2
ERa coact inh	/	6	-2	/	/	-5	-1	0
LYP act	2	-6	-8	10	-16	-10	-1	10
VCAM1 TNFa inh	-4	-1	-12	17	16	5	17	-8
cytoskel mod	-7	19	4	19	-6	0	-31	12
Pyk2 oligo antag	0.18	1.2	-1.8	-2.4	-1.1	0.47	0.75	0.25
LYP inh 2	3	10	8	-7	16	7	4	-7
TNFa cytotox	-18	-10	-9	-27	-22	-22	6	14

9) O=C(CSCc1ccc(Cl)cc1)N1CCN(Cc2ccc3c(c2)OCO3)CC1
10) CC(C)C(=O)Nc1ccc(C(=O)NNC(=O)CCCOc2ccc(Cl)cc2Cl)cc1
11) CN(CC(=O)Nc1cccnc1)S(=O)(=O)c1cc(Cl)ccc1Cl
12) Cc1ccc(C(=O)CNc2ccc(Br)cc2)cc1
13) COc1ccc(S(=O)(=O)N2C3CCC2CC(NC(=O)NC2CCCCC2)C3)cc1 (configuration not stated)
14) Cc1ccc(N2C(=O)CC3(CC4C=CC3C4)C2=O)cc1 (configuration not stated)
15) COC(=O)C1=C(C)N(C)C(C)=C(C(=O)OC)C1c1ccc(C(=O)OC)cc1
16) Nc1sccc1C(=O)c1ccccc1

Screen / compound no.	9	10	11	12	13	14	15	16
HUVEC tox IL1B	8	-22	2	-19	-11	/	18	-14
FAK inh	-1	8	0	0	2	1	-2	-8
ERa coact inh	-1	/	-13	/	1[fluorescence artefact?]	-3[fluorescence artefact?]	-9	2
LYP act	1	-10	0	7	3	10	3	-5
VCAM1 TNFa inh	10	1	24	-10	8	4	20	-66
cytoskel mod	9	25	11	-4	8	0	7	1
Pyk2 oligo antag	-0.63	3.2	-0.28	-0.06	0.75	0.7	-0.65	/
LYP inh 2	-4	12	0	-2	-1	-14	-4	0
TNFa cytotox	-24	4	-13	7	6	-11	-20	-20

17) O=C(CCSc1ccccc1)Nc1nc2c(s1)COc1ccccc1-2
18) N#Cc1ccccc1NC(=O)COC(=O)c1ccc(S(=O)(=O)N2CCCC2)cc1
19) CCOc1ccc(-c2[nH]nc3c2C(c2cccnc2)C(C#N)=C(N)O3)cc1 (configuration not stated)
20) COc1cc(C#CC#CCN2CCCCC2)ccc1O
21) CC(=O)c1cccc(NC(=O)Nc2ccc(C(=O)N3CCOCC3)cc2)c1
22) COc1cccc(OC)c1C(=O)NC(=S)N1CCN(c2ccc(C(F)(F)F)cc2[N+](=O)[O-])CC1
23) COc1ccccc1C(=O)Nc1cc2cc(Cl)ccc2oc1=O
24) c1ccc(Cn2c(CNc3nc4ccccc4n3CCN3CCCCC3)nc3ccccc32)cc1

Screen / compound no.	17	18	19	20	21	22	23	24
HUVEC tox IL1B	-27	6	-35	-16	4	-28	9	7
FAK inh	2	-2	-3	1	-1	15	-5	3
ERa coact inh	-2	19	4[fluorescence artefact?]	-3	6	/	4	22
LYP act	-2	-15	9	-1	-2	-6	11	1
VCAM1 TNFa inh	10	-4	-2	-10	-4	-8	17	1
cytoskel mod	-5	21	-5	-3	0	-4	8	-3
Pyk2 oligo antag	/	0.55	-0.32	-0.13	-0.94	-0.08	-0.07	0.25
LYP inh 2	2	13	-12	0	2	10	-8	-2
TNFa cytotox	-3	-13	-13	-16	1	-19	-2	/

Single records (already shown):
O=C(CCSc1ccccc1)Nc1nc2c(s1)COc1ccccc1-2 reads HUVEC tox IL1B: -27; FAK inh: 2; ERa coact inh: -2; LYP act: -2; VCAM1 TNFa inh: 10; cytoskel mod: -5; Pyk2 oligo antag: /; LYP inh 2: 2; TNFa cytotox: -3
COc1ccccc1C(=O)Nc1cc2cc(Cl)ccc2oc1=O reads HUVEC tox IL1B: 9; FAK inh: -5; ERa coact inh: 4; LYP act: 11; VCAM1 TNFa inh: 17; cytoskel mod: 8; Pyk2 oligo antag: -0.07; LYP inh 2: -8; TNFa cytotox: -2

An excerpt from above in order of their number in Pyk2 oligo antag, ascending.
#	structure	Pyk2 oligo antag
21	CC(=O)c1cccc(NC(=O)Nc2ccc(C(=O)N3CCOCC3)cc2)c1	-0.94
19	CCOc1ccc(-c2[nH]nc3c2C(c2cccnc2)C(C#N)=C(N)O3)cc1 (configuration not stated)	-0.32
23	COc1ccccc1C(=O)Nc1cc2cc(Cl)ccc2oc1=O	-0.07

More records
25) Cc1ccc(OCCn2cc(/C(N)=N/O)c3ccccc32)cc1C
26) Cc1c(/C=C(\C#N)c2nn(-c3ccccc3)c(N)c2C#N)c2ccccc2n1Cc1ccc(F)cc1
27) COc1ccccc1N=c1oc2cc(O)ccc2cc1C(=O)NCC1CCCO1 (configuration not stated)
28) CC1CC(C)(C)N(C(=O)CN2C(=O)c3ccccc3C2=O)c2ccccc21 (configuration not stated)
29) O=C(O)CCN1C(=O)c2ccc(NC(=O)c3cccs3)cc2C1=O
30) CCCCCn1c(=O)[nH]c2cc(C(=O)NCCN(CC)CC)ccc2c1=O
31) C=CCS(=O)(=O)c1nc2ccccc2s1
32) NS(=O)(=O)c1ccc(NS(=O)(=O)c2ccc(NC(=O)c3ccc(-c4ccccc4)cc3)cc2)cc1

Screen / compound no.	25	26	27	28	29	30	31	32
HUVEC tox IL1B	-18	-23	-6	-7	16	-12	-16	-24
FAK inh	3	0	4	1	0	-3	4	30*
ERa coact inh	-4	-1[fluorescence artefact?]	38	4[fluorescence artefact?]	-7	/	-3	/
LYP act	3	-2	-7	25	-3	6	-6	-3
VCAM1 TNFa inh	4	4	-21	4	-6	5	17	-6
cytoskel mod	30	13	11	-6	-22	0	0	-24
Pyk2 oligo antag	-1.1	-2.6	-1.3	-0.69	1.1	-0.46	0.25	0.99
LYP inh 2	-5	5	8	-27	4	-9	8	7
TNFa cytotox	-18	-3	-41	-7	-6	-3	-23	-5

33) Cc1ccc(C2C3=C(CC(C)(C)CC3=O)NC3=C2C(=O)CC(C)(C)C3)o1
34) COc1ccc([N+](=O)[O-])cc1NC1CCCCC1
35) Cn1c(=O)cc(SCC(=O)NCCCN2CCOCC2)c2ccc(Cl)cc21
36) COc1cccc(C2CC(c3ccc(Cl)cc3Cl)Nc3nc(N)nn32)c1 (configuration not stated)
37) OCCN1CCN(C(=S)c2ccc(Cl)c(Cl)c2)CC1
38) Cc1cc(C)c(C2C(C#N)=C(N)Oc3n[nH]c(C)c32)cc1CN1CCOCC1 (configuration not stated)
39) CC1(C)CC(=O)C=C(NC2CCS(=O)(=O)C2)C1 (configuration not stated)
40) O=C(O/N=C\c1ccc(N2CCOCC2)c([N+](=O)[O-])c1)c1ccccc1Cl

Screen / compound no.	33	34	35	36	37	38	39	40
HUVEC tox IL1B	4	8	0	-1	-95	13	-4	-44
FAK inh	1	3	1	1	2	-2	-3	-5
ERa coact inh	7	/	-2	12	-25[fluorescence artefact?]	3	-23	/
LYP act	0	-4	7	12	15	-8	10	-6
VCAM1 TNFa inh	4	-6	-38	18	-3	23	-29	15
cytoskel mod	-8	-26	-1	2	26	/	-8	-16
Pyk2 oligo antag	1.3	0.52	0.06	-0.86	-0.24	-0.64	/	-0.26
LYP inh 2	-1	8	-9	-12	-16	11	-17	8
TNFa cytotox	-19	14	8	-12	-17	-22	20	-3

41) COc1ccc(OCC(=O)Nc2ccc3c(c2)nc(CCN2CCOCC2)n3C)cc1
42) COc1ccc(CCNC(=O)C2CC(c3c(Cl)cccc3Cl)=NO2)cc1 (configuration not stated)
43) COc1ccc(CCNc2ncnc3c2oc2ccccc23)cc1OC
44) Cn1cccc1C(=O)NC(=O)COC(=O)CC12CC3CC(CC(Br)(C3)C1)C2
45) Cc1c(NC(=O)c2nn(C)c(=O)c3ccccc23)c(=O)n(-c2ccccc2)n1C
46) CCOC(=O)c1nn(-c2cccc(C)c2)c2nc(-c3ccccc3)c(C#N)c(=O)n12
47) N=c1c2c(-c3ccccc3)c(-c3ccccc3)n(Cc3ccco3)c2ncn1CCN1CCOCC1
48) CCc1ccc(CSc2nccn2-c2ccccc2)cc1

Screen / compound no.	41	42	43	44	45	46	47	48
HUVEC tox IL1B	-12	2	-61	-7	23	10	3	-10
FAK inh	1	-4	3	-1	6	-2	5	7
ERa coact inh	-2	/	-7	1	/	/	17[fluorescence artefact?]	/
LYP act	0	5	-6	0	-3	-2	-8	1
VCAM1 TNFa inh	5	16	-12	-3	6	9	-6	-1
cytoskel mod	-39	18	-1	14	-5	-9	4	0
Pyk2 oligo antag	0.64	/	-1.4	-0.31	0.05	0.91	-0.64	-1.2
LYP inh 2	0	0	4	1	6	-1	8	2
TNFa cytotox	-23	-8	-15	-9	-10	-6	-27	-3

49) COc1ccc(C(=O)Nc2cc(C(F)(F)F)ccc2Cl)cc1OC
50) O=C(c1ccco1)N1CCN(C(=O)c2cc(-c3ccccn3)nc3ccc(Cl)cc23)CC1
51) O=S(=O)(Cc1cc(Sc2ccc(Cl)cc2)nc(-c2ccccc2)n1)c1ccccc1
52) COc1ccc(NC(=O)C2CCCCN2S(=O)(=O)c2ccc(F)cc2)cc1 (configuration not stated)
53) CN(Cc1ccccc1)C(=O)CC(c1ccccc1)c1cc(Cl)ccc1O (configuration not stated)
54) COc1ccccc1-n1c(CNC(=O)c2ccco2)nnc1SCC(=O)Nc1nccs1
55) CCc1cccc(NC(=O)C2CCCC2)c1

Screen / compound no.	49	50	51	52	53	54	55
HUVEC tox IL1B	10	-46	11	-6	-16	-15	20
FAK inh	3	3	-2	-2	5	0	4
ERa coact inh	/	64*[fluorescence artefact?]	7	-5	/	10[fluorescence artefact?]	0
LYP act	2	-8	6	7	-4	8	2
VCAM1 TNFa inh	6	22	-50	18	17	11	16
cytoskel mod	28	-7	/	5	-4	5	-32
Pyk2 oligo antag	0.16	0.39	0.02	/	-2.9	/	0.88
LYP inh 2	2	7	-4	-9	8	-13	1
TNFa cytotox	4	2	55	-20	4	-18	-12
